# RGS7-Gao reg = RGS7-Galphao binding modulators, primary screen, biochemical, multiplexed bead flow cytometry; Guanine nucleotide-binding protein G(o) subunit alpha (Homo sapiens), P09471; actives lie on both sides; binding response (% of control), % at 10 µM; 220,000 tested, 0.35% active; AID 1439, 2008; in the data active means binding response below about 49% or above about 150%; inconclusive means no clear call, values can overlap the other calls; inactive means in between;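 further: fluorescent Galphao held in activated GDP-AlF4 state binding bead-coupled RGS7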
# Target sequence (P09471 whole entry, looked up): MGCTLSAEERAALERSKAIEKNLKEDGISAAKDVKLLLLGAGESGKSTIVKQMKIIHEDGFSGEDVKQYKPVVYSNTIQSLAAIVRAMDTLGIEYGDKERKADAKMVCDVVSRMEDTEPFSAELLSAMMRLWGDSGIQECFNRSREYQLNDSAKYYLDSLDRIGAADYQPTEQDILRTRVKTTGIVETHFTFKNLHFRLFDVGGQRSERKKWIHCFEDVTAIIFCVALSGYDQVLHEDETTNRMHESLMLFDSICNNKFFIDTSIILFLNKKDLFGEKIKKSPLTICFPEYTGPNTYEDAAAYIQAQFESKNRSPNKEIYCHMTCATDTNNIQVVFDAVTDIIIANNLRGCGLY
# Avidin bead fluor = green autofluorescence of compounds with avidin beads – biophysical, 488/530 nm, flow cytometry, artefact control, profiling panel. fluorescence (KMESF) at 10 µM. 220,000 tested, 0.38% active. AID 1775, 2009. compound fluorescence 488/530 nm; stronger effect = higher value; in the data active means fluorescence above about 47; further: inactives centre near 10
# RGS4-Gao reg = modulators of RGS4 binding to Galphao, primary screen, biochemical, multiplexed bead flow cytometry; Guanine nucleotide-binding protein G(o) subunit alpha (Homo sapiens), P09471; 220,000 tested, 0.33% active; actives lie on both sides; binding response (% of control), % at 10 µM; in the data active means binding response below about 49% or above about 150%; inactive means in between;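 further: fluorescent Galphao activated with aluminum fluoride binding bead-coupled RGS4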
# * marks the source's active call; other numbers are inactive results; ? = inconclusive. These rows are one share of the data; rates above refer to the full screens.
SMILES,RGS7-Gao reg,Avidin bead fluor,RGS4-Gao reg
COc1ccccc1N1C(=O)NC(=O)/C(=C/c2ccc([N+](=O)[O-])s2)C1=O,?,5,93.2
COc1cc2c(cc1OC)C(C(=O)NC(C)C)C1CCCCN1C2=O (stereo not drawn),?,5,99.1
CN1C(=O)N(C)C(=O)C2(Cc3ccccc3N3CCCC32)C1=O (stereo not drawn),?,3,102.3
O=c1c2ccccc2nc(CNc2ccccc2)n1-c1ccccc1,?,8,96.3
CC/C(=N\Nc1ccccc1)c1c(O)[nH]c(=O)[nH]c1=O,?,6,100.1
Fc1cccc(F)c1-c1nc(-c2ccc(Cl)cc2)no1,?,8,124.3
Cc1cc(C)cc(N2C(=O)/C(=C\c3ccc(N4CCN(C)CC4)o3)C(=O)NC2=S)c1,?,9,104.0
CCOC(=O)c1ccc(N=C(C)c2c(O)[nH]c(=O)[nH]c2=O)cc1,?,3,98.3
O=c1[nH]c(O)c(C=Nc2ccccc2Oc2ccccc2)c(=O)[nH]1,?,8,99.9
O=C1NC(=O)N(Cc2ccc(F)cc2)C(=O)/C1=C\c1ccoc1,?,3,98.6
CCCC[N+]1(C)C2CC(OC(=O)C(CO)c3ccccc3)CC1C1OC12 (stereo not drawn),?,9,107.4
CCN(CC)c1ccc(/C=C2\C(=O)NC(=S)N(C)C2=O)o1,?,7,101.7
CCCCC(=O)N/N=C/c1c(O)n(-c2cccc3ccccc23)c(=O)[nH]c1=O,?,4,103.7
Nc1c(C(=O)NCC2CCCO2)c2nc3ccccc3nc2n1Cc1ccco1 (stereo not drawn),?,6,96.8
CC(Cc1ccc(O)cc1)NCC(O)c1cc(O)cc(O)c1 (stereo not drawn),?,9,94.5
O=C1NC(=O)N(CCc2ccc(F)cc2)C(=O)/C1=C/C=C/c1ccccc1,?,6,97.1
CC1=C(C(=O)Nc2ccccc2)S(=O)(=O)CCO1,?,8,101.7
CCC(=NCc1cc(OC)cc(OC)c1)c1c(O)n(C2CCCCC2)c(=O)[nH]c1=O,?,8,97.5
C=CCn1c(O)c(C(CC)=Nc2cccc(C(=O)O)c2)c(=O)[nH]c1=O,?,6,91.9
COc1ccc(C2=CC(c3ccc(OC)c(OC)c3)c3c(c4ccccc4oc3=O)O2)cc1OC (stereo not drawn),?,10,104.3
O=C(Nc1ccccc1Cl)OC1CN2CCC1CC2 (stereo not drawn),?,3,95.3
O=C1CC(=O)N(Cc2ccccc2)C(=O)N1CCCCCCN1C(=O)CC(=O)N(Cc2ccccc2)C1=O,?,7,96.8
CSc1nc2ccc(C)cc2c(=O)n1-c1cccnc1,?,8,103.1
C=C(C=O)C[C@@H]1C[C@H](O)C2OC3C[C@]4(C)OC5/C=C\CC6OC7C(CC=CCC6OC5CCCC4OC3CC2O1)OC1CC2OC3CC(=O)OC3C[C@@H](C)C[C@@]2(C)OC1C[C@@H]7C (stereo partly drawn),?,16,100.7
C=CCn1c(O)c(C(C)=Nc2cccc(C(F)(F)F)c2)c(=O)[nH]c1=O,?,15,107.9
O=C1NC(=O)N(c2cccc(F)c2)C(=O)/C1=C/c1ccc(N2CCOCC2)cc1,?,5,98.7
c1ccc(C2CN3CCC2CC3)cc1 (stereo not drawn),?,7,97.5

# 2 entries from above, with two lines to a compound.
# Below each SMILES – RGS7-Gao reg | Avidin bead fluor | RGS4-Gao reg
- O=C1NC(=O)N(c2cccc(F)c2)C(=O)/C1=C/c1ccc(N2CCOCC2)cc1
    ? | 5 | 98.7
- CCC(=NCc1cc(OC)cc(OC)c1)c1c(O)n(C2CCCCC2)c(=O)[nH]c1=O
    ? | 8 | 97.5

# Compound profiles, from the list above.
# O=C1NC(=O)N(c2cccc(F)c2)C(=O)/C1=C/c1ccc(N2CCOCC2)cc1 is entered as RGS7-Gao reg: ?; Avidin bead fluor: 5; RGS4-Gao reg: 98.7
# c1ccc(C2CN3CCC2CC3)cc1 (stereo not drawn) is entered as RGS7-Gao reg: ?; Avidin bead fluor: 7; RGS4-Gao reg: 97.5

# A draw from above in order of count of non-hydrogen atoms, high to low.
SMILES,RGS7-Gao reg,Avidin bead fluor,RGS4-Gao reg
Cc1cc(C)cc(N2C(=O)/C(=C\c3ccc(N4CCN(C)CC4)o3)C(=O)NC2=S)c1,?,9,104.0
O=c1c2ccccc2nc(CNc2ccccc2)n1-c1ccccc1,?,8,96.3
O=C1NC(=O)N(Cc2ccc(F)cc2)C(=O)/C1=C\c1ccoc1,?,3,98.6

# Reprinted at random: five records from the list.
SMILES,RGS7-Gao reg,Avidin bead fluor,RGS4-Gao reg
CCCC[N+]1(C)C2CC(OC(=O)C(CO)c3ccccc3)CC1C1OC12 (stereo not drawn),?,9,107.4
O=C1NC(=O)N(c2cccc(F)c2)C(=O)/C1=C/c1ccc(N2CCOCC2)cc1,?,5,98.7
O=C(Nc1ccccc1Cl)OC1CN2CCC1CC2 (stereo not drawn),?,3,95.3
COc1cc2c(cc1OC)C(C(=O)NC(C)C)C1CCCCN1C2=O (stereo not drawn),?,5,99.1
CC(Cc1ccc(O)cc1)NCC(O)c1cc(O)cc(O)c1 (stereo not drawn),?,9,94.5
